SRC3 inh – inhibits human SRC3 coactivator. Q9Y6Q9. 360,000 tested, 0.17% active. inhibition, % at 3.6 µM. HEK293 GAL4-SRC3 luciferase reporter, luminescence;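 active means inhibition above a per-campaign cutoff, the mean of all compounds plus 3 SD, cut at about 60% in these data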;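 further: 0% = DMSO-treated cells and 100% = gossypol-treated cells at 36 µM; higher means less SRC3-driven luciferase light from the GAL4 reporter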
LRH-1 inv ag – inverse agonists of human LRH-1 (NR5A2); O00482; HEK293T StAR-luciferase reporter, LRH-1 transfected, 24 h; inhibition, % at 3.6 µM; 360,000 tested, 0.13% active;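 active means inhibition above the mean inhibition of all tested compounds plus 3 SD, cut at about 73% in these data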;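 further: 0% = DMSO wells and 100% = reporter-only cells lacking LRH-1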
Vif imaging – HIV Vif inhibition | HEK293T cells, Vif self-association by quenched fluorescence, imaging, 24 h | inhibition, % at 7.49 µM | 340,000 tested, 0.35% active | AID 602346; in the data active means inhibition above about 50%, passing the limit was not always enough; further: some results filed as inactive read as strong as hits
NR2F2 inh – blocks human COUP-TFII nuclear receptor; 370,000 tested, 0.7% active; P24468; HEK293T NGFI-A luciferase reporter, luminescence; AID 686940; inhibition, % at 8.6 µM;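 active means inhibition above a per-plate cutoff, mean inhibition of test wells between control levels plus 3 SD, cut at about 38% in these data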;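 further: cells cotransfected with COUP-TFII expression vector driving the NGFI-A reporter; 0% = median of COUP-TF2 test wells and 100% = reporter-only cells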
C8 TRAIL sens – sensitizes caspase-8 expressing cells to TRAIL | inhibition (viability loss, TRAIL sensitization), % at 10 µM | NB7+C8 cells + TRAIL, ATPlite viability luminescence | AID 624354 | 360,000 tested, 1% active;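 active means compounds causing at least 50% loss of cell viability in the single-dose screen, relative to plate controls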
TLR9-MyD88 block – TLR9-MyD88 interaction inhibition. Q9NR96+Q99836. 340,000 tested, 0.21% active. inhibition, % at 4.98 µM. AID 504734. CHO BLA complementation TLR9-MyD88, CCF4 FRET ratio;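 active means inhibition above the mean over all tested compounds plus 3 SD, cut at about 21% in these data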;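 further: 0% = DMSO only wells and 100% = clavulanate BLA inhibitor control wells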
NCOA1 inh – inhibits human SRC1 coactivator; HEK293 GAL4-SRC1 luciferase reporter, luminescence; inhibition, % at 3.6 µM; 360,000 tested, 0.12% active; AID 588354; Q15788;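 active means inhibition above the campaign mean plus 3 SD, with each screening campaign given its own cutoff, cut at about 60% in these data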;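 further: 0% = DMSO treated cells and 100% = gossypol at 36 µM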
Target sequence (Q15788 whole entry, looked up, the tested form may be a part): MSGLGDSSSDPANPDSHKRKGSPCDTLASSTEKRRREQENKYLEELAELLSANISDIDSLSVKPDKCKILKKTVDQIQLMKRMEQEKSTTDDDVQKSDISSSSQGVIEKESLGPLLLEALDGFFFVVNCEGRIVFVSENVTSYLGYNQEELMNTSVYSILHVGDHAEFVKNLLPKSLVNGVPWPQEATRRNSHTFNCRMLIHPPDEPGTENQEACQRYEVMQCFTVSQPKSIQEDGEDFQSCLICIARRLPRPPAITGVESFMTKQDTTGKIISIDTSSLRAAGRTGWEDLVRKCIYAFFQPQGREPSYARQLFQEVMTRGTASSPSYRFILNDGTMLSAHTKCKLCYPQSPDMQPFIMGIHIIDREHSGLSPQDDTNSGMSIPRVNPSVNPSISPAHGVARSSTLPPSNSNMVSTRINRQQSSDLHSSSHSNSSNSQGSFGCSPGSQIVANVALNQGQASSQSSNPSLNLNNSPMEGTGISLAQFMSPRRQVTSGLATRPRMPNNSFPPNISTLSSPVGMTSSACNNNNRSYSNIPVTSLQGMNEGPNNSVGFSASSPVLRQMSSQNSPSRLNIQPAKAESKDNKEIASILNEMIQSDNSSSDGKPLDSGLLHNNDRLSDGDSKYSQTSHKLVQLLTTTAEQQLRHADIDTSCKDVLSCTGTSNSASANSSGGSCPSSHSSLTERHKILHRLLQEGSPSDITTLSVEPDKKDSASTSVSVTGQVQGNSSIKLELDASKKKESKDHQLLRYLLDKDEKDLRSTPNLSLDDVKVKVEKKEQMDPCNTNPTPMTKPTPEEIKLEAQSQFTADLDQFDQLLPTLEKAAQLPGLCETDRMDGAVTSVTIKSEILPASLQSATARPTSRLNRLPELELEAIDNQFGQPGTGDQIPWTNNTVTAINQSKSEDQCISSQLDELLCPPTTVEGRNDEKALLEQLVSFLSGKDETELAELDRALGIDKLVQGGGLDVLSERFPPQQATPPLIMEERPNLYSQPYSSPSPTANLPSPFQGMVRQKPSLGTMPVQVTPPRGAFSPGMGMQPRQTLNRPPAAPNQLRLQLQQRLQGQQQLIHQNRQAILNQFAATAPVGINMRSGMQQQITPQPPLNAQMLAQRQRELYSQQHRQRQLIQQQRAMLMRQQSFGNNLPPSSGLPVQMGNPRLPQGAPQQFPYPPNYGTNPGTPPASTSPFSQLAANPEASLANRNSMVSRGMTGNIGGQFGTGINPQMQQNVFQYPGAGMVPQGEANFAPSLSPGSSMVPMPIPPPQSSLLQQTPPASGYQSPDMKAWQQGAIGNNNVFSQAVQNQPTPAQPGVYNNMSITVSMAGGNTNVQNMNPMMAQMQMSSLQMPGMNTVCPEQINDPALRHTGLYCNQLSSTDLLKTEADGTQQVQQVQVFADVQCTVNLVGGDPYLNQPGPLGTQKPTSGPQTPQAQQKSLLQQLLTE
TROY signal inh – blocks TROY-dependent signaling in reporter cells; Q293 LMP1-TROYcd NF-kB luciferase reporter, 4 h; inhibition, % at 10 µM; 360,000 tested, 0.98% active; AID 1347056;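 active means compounds whose plate-normalised and pattern-corrected inhibition of the luciferase reporter signal at the single screening dose is 50% or more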
EBV LMP1 NFkB – inhibitors of Epstein-Barr LMP1-induced NF-kappaB reporter; LMP1-induced NF-kappaB luciferase reporter cells, luminescence; 350,000 tested, 0.69% active; inhibition, % at 12.5 µM; AID 504558; in the data active means inhibition above about 41%;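 further: 0% = neutral control wells and 100% = reference inhibitor control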
NOD2 RIPK2 PPI – NOD2-RIPK2 protein interaction inhibition; O43353; CHO BLA complementation NOD2-RIPK2, CCF4 ratio; inhibition, % at 4.98 µM; 360,000 tested, 0.38% active; AID 624267; in the data active means inhibition above about 21%;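 further: 0% = vehicle only and 100% = reference blocker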
NCOA2 inhibitor – human SRC2 (NCOA2) inhibition; HEK293 GAL4-SRC2 luciferase reporter, luminescence; inhibition, % at 9 µM; AID 651957; 370,000 tested, 0.17% active; Q15596;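 active means inhibition above the mean inhibition of all tested compounds plus 3 SD, set per campaign, cut at about 52% in these data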;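 further: 0% = DMSO treated cells and 100% = cells given Gossypol at 36 µM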
Numbers without * were called inactive; / = not tested or not shown. Only part of the results is shown (hit frequency here may not be typical).

SMILES	SRC3 inh	LRH-1 inv ag	Vif imaging	NR2F2 inh	C8 TRAIL sens	TLR9-MyD88 block	NCOA1 inh	TROY signal inh	EBV LMP1 NFkB	NOD2 RIPK2 PPI	NCOA2 inhibitor
COc1ccc(CCNC(=O)C2Cc3ccccc3C(=O)O2)cc1 (stereo unspecified)	13.4	-3.9	10.4	-9.2	-2.8	1.9	-15.1	-13.8	-24.1	4.4	-14.7
COc1cc(C(=O)NCCCN2CCCC2=O)cc(OC)c1OC	8.2	0.8	/	-12.7	-5.5	0.5	3.2	-0.9	8.7	-3.2	-0.8
CC1C(=O)N(Cc2cn(CCC3OCCCO3)nn2)CCS(=O)(=O)N1Cc1ccc(-c2cccc(N(C)C)c2)cc1 (stereo unspecified)	12.6	-14.9	-5.2	3.6	-8.0	6.2	4.6	-6.9	2.4	-3.6	11.0
CN(C)CCNC(=O)c1ccc(CS(=O)(=O)c2ccc(Br)cc2)o1	6.5	13.5	17.7	14.1	-1.6	8.2	-4.0	2.8	-2.6	-6.6	-11.8
Cc1ccc(-n2nc(-c3ccco3)cc2C(=O)NCc2cccnc2)cc1	6.8	-10.8	2.5	-6.9	-23.7	-4.5	-20.6	11.1	-11.0	-3.1	-10.9
Cc1cc(C)c2c(N)c(C(=O)N3CCc4ccccc4C3)sc2n1	23.3	-7.9	-7.9	-5.6	-1.1	0.4	-17.7	-35.6	-2.6	-4.2	20.1
CCOC(=O)C1(C)NC(c2ccc(OC)c(OC)c2)C2C(=O)N(CC)C(=O)C21 (stereo unspecified)	14.6	-15.8	4.3	3.9	-14.4	2.2	-5.9	-0.3	-2.7	-7.5	-9.7
COc1ccc(COCC(O)CN2CCOCC2)cc1OC (stereo unspecified)	11.0	18.9	8.6	6.4	5.8	-14.8	-1.2	-19.3	-8.4	3.8	-12.5
CC(C)CN1CCC(=O)N([C@H](CSc2ccc(Br)cc2)Cc2ccccc2)CC1	-19.5	-1.1	/	4.7	3.1	-3.1	-10.2	5.0	-0.9	1.9	-13.9
COc1ccc(-n2c(SCc3ccc(C#N)cc3)nnc2-c2ccccn2)cc1	0.2	-8.1	5.4	1.8	-2.6	-9.9	0.8	-24.9	-4.0	-6.8	-24.4
COc1ccc(C=C2SC(=O)NC2=O)cc1OC	-26.3	-28.1	4.0	-14.7	2.2	6.8	-25.9	-43.4	-10.1	10.7	-32.2
CC1CCC(N2CCN(C(=O)c3ccccc3F)CC2)CC1 (stereo unspecified)	4.3	8.7	-2.8	-7.3	-18.2	-9.4	-26.5	9.1	2.1	-14.2	-10.3
Cc1ccc2c(c1)COc1c3ccc(C(=O)NC(C)C)cc3nn1-2	-121.2	-136.8	/	-22.8	47.1	-0.3	-71.2	-51.9	-18.4	-2.2	-44.5
Cc1ccc(N2CC(C(=O)NCC3CCCO3)CC2=O)cc1Cl (stereo unspecified)	4.2	7.4	/	0.6	-2.8	1.9	0.4	-5.7	1.7	8.5	-6.0
CCOc1ccc(N2C(=O)CC(Cc3cc(C)cc(C)c3)C2=O)cc1 (stereo unspecified)	-7.4	8.4	-2.9	11.1	-0.2	-6.7	-1.6	-11.4	2.0	-1.0	-5.6
CNc1nc(-c2ccc(S(=O)(=O)N3CCCCC3)cc2)cs1	-23.4	-12.0	-3.3	2.6	18.4	-1.9	-14.3	-2.0	4.7	-5.9	-1.1
O=C(O)c1cccc2c1C(=O)c1cccc3snc-2c13	6.8	4.2	-1.6	-8.9	-7.1	3.1	-4.3	20.9	-9.7	-3.5	-7.4
Cc1cccc(OCc2ccc(C(=O)Nc3cc(C)on3)o2)c1	-29.2	-4.5	-12.7	-8.3	14.7	1.3	7.2	-9.3	-1.9	-5.9	-15.4
COc1cccc(C(=O)N2CCC(C(=O)NCc3ccc(C)cc3)CC2)c1	-1.1	7.2	-28.7	22.6	-0.4	-5.4	8.8	-25.2	-10.6	-11.3	-14.2
COc1ccccc1N(CC(=O)NCc1ccccc1C)S(=O)(=O)c1ccc(C)cc1	1.0	11.7	-40.9	-0.4	5.0	-4.3	4.3	3.6	-3.7	-11.3	18.2
COc1ccc(NC(=O)C2CCN(c3nc(-c4ccc(OC)cc4)no3)CC2)cc1	-15.8	13.9	-1.5	-17.4	15.2	9.7	12.4	-7.4	3.7	3.4	1.1
Cn1cnc2c1c(=O)n(CC(O)CO)c(=O)n2C (stereo unspecified)	-4.5	-7.0	8.9	11.1	-3.6	-4.4	-7.0	18.6	-7.9	-8.6	-5.8
O=C1c2ccccc2C(=O)N1CC1CCCO1 (stereo unspecified)	5.1	-4.2	8.7	/	-12.0	-3.7	-3.8	3.7	-5.0	-4.0	/
O=C(NC1CCCC1)C(c1ccc(F)cc1)N(C(=O)Cc1cccs1)c1ccc2c(c1)OCCO2 (stereo unspecified)	4.9	-20.6	-2.2	-2.3	4.3	0.2	-3.1	-21.0	7.2	-8.6	-0.1
O=C(CCCN1C(=O)CCC1=O)Nc1ccccc1F	0.3	9.4	1.6	18.3	15.5	0.6	-0.3	4.4	7.3	-2.3	0.0
CCOc1ccc2nc3cc(NCc4ccc(OC)cc4)ccc3c(N)c2c1	-20.8	6.1	/	/	28.5	-7.6	-26.1	9.5	-9.1	0.1	/
COc1ccccc1NC(=O)C(=O)N/N=C/c1cccs1	-37.2	-85.8	-8.8	-27.4	21.0	-1.3	-66.8	-51.3	-2.6	-3.0	-19.3
CCc1nc(NCc2cccnc2)c2oc3ccccc3c2n1	1.8	40.3	-2.3	1.3	-3.6	-0.2	-1.7	-2.9	1.6	-3.7	-13.3
Cc1oc2c(C)c(O)ccc2c(=O)c1-c1nncn1-c1ccccc1	0.2	-0.4	8.5	-2.0	-4.9	-1.2	-5.2	19.7	-1.3	7.8	-12.9
O=C(Nc1ccc(C(=O)OC[C@@H]2CCCN3CCCC[C@H]23)cc1)c1cccc(Br)c1	5.0	-1.1	3.7	-1.6	-4.1	5.3	-7.4	-2.8	7.4	5.5	-12.0

Copied from above, 2 compounds:
SMILES	SRC3 inh	LRH-1 inv ag	Vif imaging	NR2F2 inh	C8 TRAIL sens	TLR9-MyD88 block	NCOA1 inh	TROY signal inh	EBV LMP1 NFkB	NOD2 RIPK2 PPI	NCOA2 inhibitor
Cc1cccc(OCc2ccc(C(=O)Nc3cc(C)on3)o2)c1	-29.2	-4.5	-12.7	-8.3	14.7	1.3	7.2	-9.3	-1.9	-5.9	-15.4
COc1cccc(C(=O)N2CCC(C(=O)NCc3ccc(C)cc3)CC2)c1	-1.1	7.2	-28.7	22.6	-0.4	-5.4	8.8	-25.2	-10.6	-11.3	-14.2

(listing goes on)
SMILES	SRC3 inh	LRH-1 inv ag	Vif imaging	NR2F2 inh	C8 TRAIL sens	TLR9-MyD88 block	NCOA1 inh	TROY signal inh	EBV LMP1 NFkB	NOD2 RIPK2 PPI	NCOA2 inhibitor
COc1ccc(OC)c(S(=O)(=O)NCCCc2ccccc2)c1	1.0	-1.6	2.3	-1.0	-13.1	-18.4	-1.1	-1.9	7.6	8.0	-14.3
C=CCOc1ccc(/C=C/C(=O)Nc2ccc(C(=O)NC)cc2)cc1	-1.9	-6.3	-2.5	-13.4	-10.2	7.8	-15.0	-14.8	-0.8	-10.2	-36.7
Cc1cccc(-c2nc(S(=O)(=O)c3ccc(F)cc3)c(NCCCN3CCOCC3)o2)c1	3.4	-9.3	4.3	-14.8	-7.8	-3.2	2.1	-11.9	1.7	13.7	3.3
Cc1ccc(CSCC(=O)N(CCC(C)C)c2c(N)n(Cc3ccccc3)c(=O)[nH]c2=O)cc1	0.1	15.7	1.3	-1.8	-6.1	-8.8	-19.1	16.7	1.1	-0.1	2.9
c1ccc2cc(OCc3nc4ccccc4[nH]3)ccc2c1	-77.0	-168.0	-3.8	-30.1	37.1	-2.9	-114.0	-45.5	-6.8	4.5	-48.7
Cc1occc1C(=O)N/N=C/C1=C(N2CCOCC2)C(=C\c2ccc(Cl)cc2)/CC1	-46.5	-99.0	-21.2	6.8	-5.2	2.9	-94.7	-44.5	-14.2	2.1	-25.6
C#CCOCCOCCOCCNc1nc(N2CCN(C(=O)CCCCCCCCCCNC(=O)Cn3cc(CCCCCN)nn3)CC2)nc(N2CCN(C(=O)CCCCCCCCCCNC(=O)[C@H](CO)n3cc(CCCCCN)nn3)CC2)n1	-6.3	-19.2	53.5*	/	-1.7	-15.3	-12.1	-9.8	3.4	-4.3	/
O=C(Cn1nnc(-c2ccccc2)n1)N1CCCCC1	-52.7	-21.5	9.9	-24.7	-11.1	-4.6	-38.0	-22.2	-7.1	1.5	-34.5
O=C(NCCCN1CCN(c2cccc(Cl)c2)CC1)c1ccc(N2CCCC2=O)cc1	1.1	6.0	7.5	1.2	0.8	1.2	-11.1	6.0	-2.8	-12.0	-10.9
CN(CC(=O)Nc1cccc(F)c1)CC(=O)Nc1ccccc1[N+](=O)[O-]	13.3	15.1	-4.9	22.5	0.7	-7.1	-26.4	0.2	10.7	2.9	2.6
O=C(CCn1cnc2ccccc2c1=O)Nc1ccc(S(=O)(=O)N2CCCC2)cc1	-2.9	-0.8	10.6	-4.8	-10.8	-8.4	-4.2	-3.4	-2.5	-13.5	-6.8
CCCn1nc(NC(=O)c2ccco2)c2cc3cc(C)ccc3nc21	-19.4	7.6	-2.0	3.1	3.5	-0.1	-28.5	1.2	-16.9	-0.6	-26.8
Cc1ccc2c(c1)N(CC(=O)NC1CCC(C)CC1)C(=O)CO2 (stereo unspecified)	-8.1	6.9	-9.3	-9.4	-1.6	2.6	-21.8	-6.4	4.7	5.8	-33.2
COc1cc(/C=N/O)cc(Br)c1OC	15.0	-19.0	-1.4	12.1	1.8	-7.4	16.3	11.6	3.1	1.5	3.5
COc1ccc(C2SCC(=O)N2c2nnc(C34CC5CC(CC(C5)C3)C4)s2)cc1 (stereo unspecified)	10.3	11.0	6.6	-28.0	-10.8	-3.9	-5.0	-23.5	-7.8	-14.6	-4.0
Cc1ccc(NS(=O)(=O)c2ccc(CCC(=O)NCc3cccnc3)cc2)cc1	-4.3	-12.7	-12.5	14.3	1.5	-11.1	-9.3	-14.6	-0.4	-12.7	-8.1
COc1ccc(NC(=S)N2CCC(c3ccc(C)cc3)C2)cc1 (stereo unspecified)	-28.3	-38.1	-5.2	-2.5	1.3	-6.6	-27.1	-49.3	-6.9	-4.6	-58.2
Cc1ccc(C(=O)COC(=O)c2cccc(NC(=O)c3ccc([N+](=O)[O-])cc3[N+](=O)[O-])c2)cc1	-111.5	-80.2	-7.1	-45.7	18.4	-7.9	-71.1	58.8*	-13.1	-1.5	-63.6
Cc1nc2nc(COc3ccccc3)[nH]n2c(=O)c1Cl	-13.2	-13.2	2.6	8.1	3.2	-7.4	-12.0	-2.1	-18.4	-7.3	-8.7
COc1ccc(-n2c3c(cc(C(=O)N4CCC(C)CC4)c2=O)C(=O)CC(C)(C)C3)cc1	-1.2	-4.1	2.8	-6.5	-3.3	9.8	5.7	-6.3	6.3	0.5	-1.0
Nc1ccc(C2(c3ccc(N)cc3)OC(=O)c3ccccc32)cc1	-12.2	2.4	19.5	-11.1	-3.1	-0.9	-1.2	12.4	-5.8	-1.1	-5.9
Cn1c(-c2ccccc2)c(C(=O)CC#N)c2ccccc21	13.4	11.8	1.6	10.7	4.0	-12.4	-17.1	26.9	-9.4	0.2	1.1
O=c1c2ccccc2n2c(-c3cccc(F)c3)nnc2n1Cc1ccccc1	3.4	0.8	-0.5	9.3	-10.1	-0.1	5.6	-3.7	-2.4	2.2	-7.3

Compound activity: PubChem BioAssay, several laboratories
